# Screening data (PubChem)
# CHX counter: counter-screen hit for Shiga toxin inhibitors, cycloheximide; 300,000 tested, 12% active; max response, %; cell reporter, cycloheximide protein synthesis inhibition counterscreen; in the data active = max response mostly above about 13%, no sharp cut-off; inactive = mostly below about 14%; note: read at 38.3 µM for the half of the compounds with a filed dose; 0% is about no effect
# Pf growth 96h: P. falciparum growth inhibition at 96 hour, primary screen for plastid delayed-death inhibitors | P. falciparum luciferase reporter growth, 96 h | Potency, µM (titrated, usually from 28.7 µM), for the others: at the highest dose activity change, negative = inhibition, hits mostly inhibitors | 320,000 tested, 6.9% active | AID 504834; note: potency is the fitted concentration of half-maximal effect; % is set by controls: 0 for no effect and ±100 for the full control effect
#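 Erythrocytes infected with luciferase-expressing P. falciparum were dispensed at 2% hematocrit and 0.05% parasitemia (final), then incubated with compounds 96 hours at 37 C in 5% CO2. Luminescence after detection reagent addition reported growth.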
# FBPA Giardia inh: Giardia lamblia aldolase inhibition. Potency, µM (doses to about 59.6 µM), without a hit: at the highest dose activity, negative = inhibition, usual class: inhibitors. 290,000 tested, 0.71% active. AID 2451. purified Giardia FBPA; note: potency is the fitted concentration of half-maximal effect; % is set by controls: 0 for no effect and ±100 for the full control effect; nearly all actives have a fitted effect of over 55% in size
# Target sequence (A8B2U2 whole entry, looked up): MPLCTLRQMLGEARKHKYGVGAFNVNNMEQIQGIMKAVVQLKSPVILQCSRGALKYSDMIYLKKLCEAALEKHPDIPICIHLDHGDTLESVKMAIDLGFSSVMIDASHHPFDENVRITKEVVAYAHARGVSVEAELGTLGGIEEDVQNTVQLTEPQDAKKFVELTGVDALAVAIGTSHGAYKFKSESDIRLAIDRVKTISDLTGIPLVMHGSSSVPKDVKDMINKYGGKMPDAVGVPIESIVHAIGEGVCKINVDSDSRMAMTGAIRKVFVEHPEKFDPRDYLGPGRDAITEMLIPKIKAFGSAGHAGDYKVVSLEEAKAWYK
#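 40 nM FBPA preincubated 10 min at RT with compound (up to 57.5 uM final), then substrate plus GAPDH/TPI/NAD/arsenate coupling and diaphorase/resazurin added. Fluorescence read after 20 min at RT, 525/598 nm.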
# Pf growth 48h: P. falciparum growth inhibition at 48 hours (one generation). Potency, µM (doses to about 28.7 µM), without a hit: top-dose activity change, negative = inhibition, actives largely listed as inhibitors. P. falciparum luciferase growth in erythrocytes, 48 h. 310,000 tested, 5.9% active; note: potency is the fitted concentration of half-maximal effect; % is set by controls: 0 for no effect and ±100 for the full control effect
#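 In quantitative HTS format, infected erythrocytes bearing luciferase-reporter parasites were treated for a single generation at 37 C. Luminescence after adding detection reagent served as the growth measure.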
# HCV inhibitor: HCV inhibition; Huh7.5.1 HCVcc-Cre infection, luciferase reporter, 44 h; Potency, µM (top dose mostly 41.8 µM), without a hit: top-dose activity change, negative = inhibition, most hits filed as inhibitors; 340,000 tested, 3.4% active; AID 651820; note: potency is the fitted concentration of half-maximal effect; % is set by controls: 0 for no effect and ±100 for the full control effect
#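 Cells seeded at 1,000/well and cultured 4 h, then compounds added followed by HCVcc-Cre virus (~0.5 moi). After 44 h further culture, luciferase substrate was added, plates held 15 min at room temperature, and luminescence read for 15 sec.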
# Shiga toxin inh: Shiga toxin inhibition. Vero cells, Shiga toxin protein synthesis inhibition reporter. inhibition, % at 38.7 µM. 290,000 tested, 9.2% active. AID 2315; in the data active = inhibition mostly above about 28%, no sharp cut-off; inactive = mostly below about 43%; note: 0% is about no effect
# Active calls of the source: *; ? = inconclusive; · = not tested or not shown; & = joins results of further samples; [ ] = dose if it differs, or a comment. Unless noted, calls come from the whole dose curve; as a rule, active = well fitted curve in the direction sought with a large enough effect; inconclusive = small, poorly fitted or top-dose-only effect, or another doubt; inactive = no such curve, though single readings can be large; an effect the other way counts as inactive or inconclusive.
SMILES,CHX counter,Pf growth 96h,FBPA Giardia inh,Pf growth 48h,HCV inhibitor,Shiga toxin inh
CC1CCN(C(c2ccc(N(C)C)cc2)c2nnnn2Cc2ccccc2)CC1 (stereo unspecified),6,?,4%,?,10%,-13
O=C(Nc1scc(-c2cccs2)c1C(=O)O)c1cccs1,24,16%,-22%,4%,4%,67
CC(C)C(NS(=O)(=O)c1cccc2nsnc12)C(=O)NCc1ccc2c(c1)OCO2 (stereo unspecified),-2,?,3%,·,-2%,-10
CCOc1ccccc1NC(=O)N1CCC(NC(=O)c2cccc(C)c2)CC1,-1,0%,19%,-15%,-9%,6
N#Cc1cc(C(=O)Cc2ccccc2)c[nH]1,6,15%,2%,17%,?,6
COc1cc(/C=C(\C#N)C(=O)N2CCc3ccccc32)ccc1O,1,?,-10%,-18%,8%,-3
CC(=O)Nc1nonc1-c1nc2ccccc2n1CCC(C)C,13,?,9%,93%[activator],?,10
c1ccc(-c2cnc(-c3ccccc3)nc2)cc1,69*,·,4%,257%[activator],10%,88*
CC(=O)Oc1ccc2nc(/C=C/c3ccccc3)oc(=O)c2c1,-3,?,-1%,21%,3%,·
CCC(=NCc1ccc2c(c1)OCO2)c1c(O)n(C2CCCCC2)c(=O)[nH]c1=O,8,?,2%,?,?,1
CN1CCCN(C(=O)COc2ccc(F)cc2F)CC1,3,45%[activator],·,33%[activator],19%,-6
CC(C)n1cc(/C=N/Nc2ccc(Cl)c(C(=O)O)c2)c2ccccc21,49*,16%,-4%,131%[activator],·,·
CCN(CC)C(CNC(=O)c1cc(=O)[nH]c2ccccc12)c1ccccc1Cl (stereo unspecified),5,-2%,·,-17%,-27%,-10
Cc1sc(NC(=O)c2cccnc2)nc1-c1ccccc1,9,?,-1%,?,?,-1
COC(=O)c1ccc(C(=O)Nc2ccc3nc(-c4cccnc4)[nH]c3c2)cc1,-3,98%[activator],5%,?,-9%,-2

# Part of the list above, showing only HCV inhibitor and Pf growth 96h:
Molecule,HCV inhibitor,Pf growth 96h
CC1CCN(C(c2ccc(N(C)C)cc2)c2nnnn2Cc2ccccc2)CC1 (stereo unspecified),10%,?
O=C(Nc1scc(-c2cccs2)c1C(=O)O)c1cccs1,4%,16%

# The list continues.
SMILES,CHX counter,Pf growth 96h,FBPA Giardia inh,Pf growth 48h,HCV inhibitor,Shiga toxin inh
COc1cccc(OC)c1C(=O)NC(=S)Nc1ccc2c(c1)C(=O)N(C)C2=O,-2,?,-17%,1.7µM*,10%,-6
CCn1nnc(NC(=O)c2ccc(Br)o2)n1,4,-3%,1%,25%,-6%,27
CCN(CC)CCC(c1ccc2c(c1)OCO2)c1c(OC)cc(OC)c2c(-c3ccccc3)cc(=O)oc12 (stereo unspecified),-16&-5,5.2µM*,2%&3%,9.3µM*,?,-22&-6
C=CCn1c(SCC(=O)Nc2cc(OC)c(NC(=O)c3ccco3)cc2OC)nnc1-c1ccncc1,1,?,3%,24%,?,11
CC(OC(=O)Cn1cnc2c1c(=O)n(C)c(=O)n2C)C(=O)NC1CCCCC1C (stereo unspecified),·,26%,·,5%,15%,·
Clc1ccccc1CSc1ncccn1,10,·,-4%,25%,-15%,21
c1ccc(Cn2c(CNc3nc4ccccc4n3CCN3CCOCC3)nc3ccccc32)cc1,-3,9%[5.75 µM],3%,12µM*,4%,-7
Cc1cccc(Nc2nc(-c3ccc(O)c(O)c3)cs2)n1,42*,?,8%,-35%,?,85*
Cc1ccc(NC(=O)c2ccc3c(c2)C(=O)N(c2cc(C)ccc2C)C3=O)nc1,29*,7%,-4%,42%[activator],8%,68*
COc1ccc(/C=C/C(=O)NC(=S)NNC(=O)c2ccco2)cc1,4,10µM*,?,34%[activator],?,9
CCCc1cc(C(=O)NNC(=S)Nc2cccc(C)c2)cs1,31*,142%[activator],24%,207%[activator],-3%,40*
O=C(Nc1cccc(Cl)c1)c1ccc(NCC2CCCO2)c([N+](=O)[O-])c1 (stereo unspecified),-3,?,4%,-3%,-34%,-11
CCCCOc1ccc(Cl)cc1CSc1nnc(C)n1N,-2,?,-2%,?,?,9
COc1ccc(CCNC(=O)[C@H](CC(C)C)NC(=O)N2CCn3c2nc2ccccc23)cc1OC,-2,?,15%,?,-3%,-16
COC(=O)c1[nH]c2ccc(Br)cc2c1NC(=O)C(C)N1CCN(C2CCCCC2)CC1 (stereo unspecified),-6,2.1µM*,1%,?,-4%,13
COc1cc(/C=C2/SC(=O)N(CC(=O)N3CCCC3)C2=O)ccc1Oc1ccc([N+](=O)[O-])cn1,1,?,-12%,?,?,1
Cc1ccc(CNC(=O)CN2CCCC(C)C2)cc1 (stereo unspecified),3,-4%,-4%,·,-1%,-2
O=c1c2c(nc3n1CCCCC3)sc1c(O)cccc12,13,·,2%,-16%,-3%,21
CC(=O)c1cn(CC(=O)NCc2cccnc2)c2ccccc12,-1,·,15%,-8%,6%,-5
NC1=NC(=Nc2ccc(Br)cc2)c2ccccc21,26*,-8%,-19%,-1%,?,62*
COc1cc(CNc2ccccc2)c([N+](=O)[O-])cc1OC,1,·,?,13µM*,-24%,·
CCc1ccc(N2CC(C(=O)Nc3ccc(S(=O)(=O)Nc4ncccn4)cc3)CC2=O)cc1 (stereo unspecified),-4,35%[activator],-9%,-4%,-3%,-4
CC1CCCCC12NC(=O)N(CC(=O)N1CCN(Cc3ccc(C#N)cc3)CC1)C2=O (stereo unspecified),·,-29%,·,-2%,10µM*,·
O=C(NCc1ccccn1)c1ccccc1-c1ccccc1,-7,-49%[1.15 µM],0%,-5%,-13%,5
O=C(Nc1ccccc1)C1CCCCN1S(=O)(=O)c1ccccc1 (stereo unspecified),-2,3%,-2%,-5%,3%,-6
COCCNC(=O)C(=O)N/N=C/c1cccs1,7,26%,3%,3%,11%,23
Cc1cccc(-c2cc(C(=O)NCc3ccccn3)c3ccccc3n2)c1,15,?,5%,?,?,25
C=CCn1c(SCN2C(=O)c3ccccc3C2=O)nc2ccc(Cl)cc2c1=O,-4,3%,-2%,10%,-6%,-9
O=[N+]([O-])c1ccc(S(=O)(=O)N/N=C/c2ccc3c(c2)OCO3)cc1,31*,-15%,?,0%,9%,50*
Cc1cc(C)c(NC(=O)COC(=O)Cc2cccs2)c(C)c1,·,20%,·,-10%,2%,·
Cc1nc2c(-c3ccc(Cl)cc3)cnn2c(N)c1-c1ccc(F)cc1,64*,232%[activator],5%,6%,-3%,138*
Cc1nc2cnccc2n1C,-4,9%,1%,0%,2%,-1
COc1ccccc1C(=O)Nc1cccc(NC(=O)c2ccccc2OC)n1,-2,2%,-11%,4%,-26%,·
Cc1cccc(C(=O)O)c1O,·,-17%,-7%,-2%,·,·
COCCSc1ccccc1C(=O)Nc1ccc(Cl)cn1,-5,-13%,-10%,24%,-8%,-5
O=C(NCCc1ccc2c(c1)OCCO2)c1cc2ccccc2o1,9,3%,-8%,·,?,6
COc1ccc(NC(=O)CSCC(=O)N(C)Cc2c(F)cccc2Cl)cc1,·,?,·,?,?,·
O=[N+]([O-])c1ccc(C[n+]2ccccc2)cc1,·,?,·,?,-22%,·
Cc1cccc(OCC(=O)Nc2cc(C)c(C)cc2O)c1,10,-19%,13%,3.7µM*,2%,30
COCCn1c(=O)[nH]c2cc(C(=O)Nc3ccc(OC)c(Cl)c3)ccc2c1=O,-2,?,6%,13%,-24%,17
Cc1ccccc1-n1nc(C)c2cc(C(=O)NC3CC3)sc21,14,5.2µM*,1%,·,-27%,21
O=C(NCC1COc2ccccc2O1)c1cccc(S(=O)(=O)N2CCCCC2)c1 (stereo unspecified),·,?,·,?,?,·
CC(C)CC(=O)NC(=S)Nc1ccc(NC(=O)c2ccco2)cc1,1,6.6µM*,-4%,?,-6%,2
C=CCOC(=O)CN1C(=O)c2ccccc2C1=O,10,-20%,-6%,29%,14%,15
CCOc1ccccc1OCCN1CCC(Cc2ccccc2)CC1,-4,?,-19%,?,?,-12
CCCCC1=CC2=C(c3ccco3)C(=O)C(C)(OC(=O)c3ccc(OC)cc3)C(=O)C2=CN1Cc1ccc(OC)cc1 (stereo unspecified),3,?,?,?,·,-16
CCOC(=O)CCCCC(=O)c1[nH]c(=O)[nH]c1C[n+]1ccc(C)cc1,9,48%[activator],-15%,11%,2%,-4
Cc1ccc(NS(=O)(=O)c2cc(NC(=O)c3cc4c(s3)CCCC4)ccc2C)c(C)c1,-2,10µM*,3%,?,?,22
CCOC(=O)CSc1nc2cc(OCC)ccc2cc1C#N,65*,·,-3%,119%[activator],-27%,88*
O=C(NNC1=C(C(=O)C(F)(F)F)CCC1)c1cccc(Cl)c1,28*,·,-2%,8%,?,85*
O=c1[nH]n(CCO)c(=O)c2cccnc12,-3,10%,?,11%,1%,-2
Cc1ccn2cc(-c3cccc(NC(=O)C(C)C)c3)nc2c1,23*,21%,-11%,22%,-34%,35
O=C(Cc1c(F)cccc1Cl)Nc1ccc(S(=O)(=O)N2CCCC2)cc1,1,23%,·,-16%,30%[activator],-10
CCN1CCC[C@H]1CNC(=O)c1cc(S(N)(=O)=O)ccc1OC,-10,13%,-5%,2%,·,-8
CCOc1cc(/C=C2\C(=O)N(CCC#N)N=C2C)ccc1OCC(N)=O,-1,25%,-5%,13%,-15%,-3
O=C(NC1CCCCC1)[C@H](CSCc1ccccc1)N1Cc2ccccc2C1=O,5,?,-2%,?,-14%,22
CCSc1nnc(NC(=O)CCn2c(=O)oc3ccccc32)s1,-1,-12%,5%,0%,6%,-15
Cc1ccc(Cn2c(CCCO)nc3ccccc32)cc1,-2,-17%,11%,-23%,12%,-13
COc1cc(NC(=O)Cn2ccsc2=N)c(C)cc1[N+](=O)[O-],2,?,-4%,-21%,13%,-3
Cn1c(CSCc2ccc(Cl)cc2)nnc1SCC(=O)Nc1nccs1,-4,-41%,-1%,2%,?,11

# Laid out differently: entries from further up
compound	CHX counter	Pf growth 96h	FBPA Giardia inh	Pf growth 48h	HCV inhibitor	Shiga toxin inh
CCOc1cc(/C=C2\C(=O)N(CCC#N)N=C2C)ccc1OCC(N)=O	-1	25%	-5%	13%	-15%	-3
Cc1ccc(Cn2c(CCCO)nc3ccccc32)cc1	-2	-17%	11%	-23%	12%	-13
CCOC(=O)CCCCC(=O)c1[nH]c(=O)[nH]c1C[n+]1ccc(C)cc1	9	48%[activator]	-15%	11%	2%	-4

# Following part
SMILES,CHX counter,Pf growth 96h,FBPA Giardia inh,Pf growth 48h,HCV inhibitor,Shiga toxin inh
CCN(CC)CC(C)(C)COC(=O)c1oc2ccccc2c1C,16,33%[activator],0%,4%,-8%,43*
c1ccc(OCCN2CCN(C(c3ccccc3)c3ccccc3)CC2)cc1,-2,1%,-4%,?,11µM*,-5
CC(=O)Nc1sc2c(c1C(N)=O)CCC2,-3,21%,-1%,-22%,-6%,-6
Cc1cc(NC(=O)C2CC(c3ccc(F)cc3)=NO2)no1 (stereo unspecified),-3,5.2µM*,0%,·,3%,-11
COc1ccc(CNC(=O)c2c(-c3cc(Cl)c(OC)c(Cl)c3)noc2C)cc1,-5,-27%,5%,·,?,-8
CC(C)CCn1c(SCC(=O)c2ccccc2)nc2c1c(=O)[nH]c(=O)n2C,-1,-11%,-7%,9%,-28%,25
CC1CCCN(C(C(=O)Nc2ccc(C(C)C)cc2)c2ccc3c(c2)OCO3)C1 (stereo unspecified),-2,-57%,-4%,·,-16%,22
C=CCOC(=O)C1=C(C)NC(C)=C(C(=O)OCC=C)C1c1cccs1,64*,?,-5%,?,1%,86*
Nc1nnc(COc2ccc(Br)cc2Br)s1,21*,42%[activator],5%,60%[activator],-26%,92*

# A draw from above in order of number of heavy atoms, falling.
SMILES,CHX counter,Pf growth 96h,FBPA Giardia inh,Pf growth 48h,HCV inhibitor,Shiga toxin inh
COc1ccc(CNC(=O)c2c(-c3cc(Cl)c(OC)c(Cl)c3)noc2C)cc1,-5,-27%,5%,·,?,-8
CC(C)CCn1c(SCC(=O)c2ccccc2)nc2c1c(=O)[nH]c(=O)n2C,-1,-11%,-7%,9%,-28%,25
Nc1nnc(COc2ccc(Br)cc2Br)s1,21*,42%[activator],5%,60%[activator],-26%,92*
